USP28 inh: inhibitors of human USP28 deubiquitinase | purified USP28, Ub-rhodamine cleavage fluorescence, 30 min | inhibition, % at 25 µM | actives 3% (n = 47,000) | AID 1645857, 2021
Target sequence (Q96RU2 whole entry, looked up): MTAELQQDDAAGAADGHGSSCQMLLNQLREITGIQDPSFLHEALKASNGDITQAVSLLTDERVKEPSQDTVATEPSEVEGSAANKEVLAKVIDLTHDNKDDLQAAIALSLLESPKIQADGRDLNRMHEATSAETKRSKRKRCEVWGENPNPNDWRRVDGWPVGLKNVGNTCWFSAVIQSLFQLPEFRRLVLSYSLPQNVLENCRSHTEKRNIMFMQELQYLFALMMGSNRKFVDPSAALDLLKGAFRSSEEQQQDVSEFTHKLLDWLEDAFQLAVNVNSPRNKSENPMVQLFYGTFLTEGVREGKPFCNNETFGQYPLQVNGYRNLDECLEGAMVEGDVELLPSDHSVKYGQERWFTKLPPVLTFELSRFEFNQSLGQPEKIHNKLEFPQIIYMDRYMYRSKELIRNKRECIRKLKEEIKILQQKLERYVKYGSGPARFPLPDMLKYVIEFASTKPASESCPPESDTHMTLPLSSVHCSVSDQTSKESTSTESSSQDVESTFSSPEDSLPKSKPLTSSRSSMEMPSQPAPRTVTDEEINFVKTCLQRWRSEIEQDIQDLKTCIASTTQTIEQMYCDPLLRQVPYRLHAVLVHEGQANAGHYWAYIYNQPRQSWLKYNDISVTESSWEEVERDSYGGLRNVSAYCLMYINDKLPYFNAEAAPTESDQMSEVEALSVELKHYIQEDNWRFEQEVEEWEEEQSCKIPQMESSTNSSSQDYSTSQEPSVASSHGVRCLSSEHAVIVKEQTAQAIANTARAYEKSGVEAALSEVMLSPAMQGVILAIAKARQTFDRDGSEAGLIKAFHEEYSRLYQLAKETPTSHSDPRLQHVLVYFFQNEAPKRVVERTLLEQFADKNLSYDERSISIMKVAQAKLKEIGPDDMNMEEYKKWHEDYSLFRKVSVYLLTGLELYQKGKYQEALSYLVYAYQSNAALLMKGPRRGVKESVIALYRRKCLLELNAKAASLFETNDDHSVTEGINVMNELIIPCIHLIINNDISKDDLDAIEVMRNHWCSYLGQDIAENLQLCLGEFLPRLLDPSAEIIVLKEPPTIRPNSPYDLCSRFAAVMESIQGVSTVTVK
OTUD3 inh: inhibitors of human OTUD3 deubiquitinase. OTU domain-containing protein 3 (Homo sapiens), Q5T2D3. inhibition, % at 25 µM. purified OTUD3, Ub-rhodamine fluorescence, 2 h. AID 1645858, 2021. actives 0.7% (n = 47,000)
USP30 block: inhibitors of human USP30 deubiquitinase. Ubiquitin carboxyl-terminal hydrolase 30 (Homo sapiens), Q70CQ3. purified USP30, Ub-rhodamine cleavage fluorescence. inhibition, % at 25 µM. actives 5.3% (n = 47,000). AID 1645860, 2021
USP10 block: inhibitors of human USP10 deubiquitinase. AID 1645856, 2021. purified USP10, Ub-rhodamine fluorescence, 60 min. inhibition, % at 20 µM. actives 1.1% (n = 47,000)
USP8 inh: inhibitors of human USP8 deubiquitinase | inhibition, % at 20 µM | AID 1645853, 2021 | Ubiquitin carboxyl-terminal hydrolase 8 (Homo sapiens), P40818 | purified USP8, Ub-rhodamine cleavage fluorescence, 30 min | actives 4.2% (n = 47,000)
USP7 inh: inhibitors of human USP7 deubiquitinase; inhibition, % at 20 µM; AID 1645854, 2021; purified USP7, Ub-rhodamine cleavage fluorescence; actives 0.3% (n = 47,000); Ubiquitin carboxyl-terminal hydrolase 7 (Homo sapiens), Q93009
USP17 inh: inhibitors of human USP17 deubiquitinase | AID 1645855, 2021 | Ubiquitin carboxyl-terminal hydrolase 17-like protein 5 (Homo sapiens), A8MUK1 | inhibition, % at 50 µM | purified USP17, Ub-rhodamine cleavage fluorescence, 3 h | actives 6.5% (n = 47,000)
UCHL1 block: inhibitors of human UCHL1 deubiquitinase; Ubiquitin carboxyl-terminal hydrolase isozyme L1 (Homo sapiens), P09936; purified UCHL1, Ub-rhodamine cleavage fluorescence; inhibition, % at 20 µM; actives 0.2% (n = 47,000)
An asterisk follows results filed as active; . = not tested or not shown. Cut-off read from the data, not from the text of the source: active = inhibition above about 30%; inactive = the rest.

cpd	USP28 inh	OTUD3 inh	USP30 block	USP10 block	USP8 inh	USP7 inh	USP17 inh	UCHL1 block	compound
1	12	11	7	1	-60	0	-10	1	CCS(=O)(=O)N1Cc2ccccc2C2(CCNCC2)C1
2	-7	-8	-1	3	-1	-4	3	0	CCN(CC)c1ncnc2c1cnn2-c1cccc(Cl)c1
3	11	15	17	0	14	-10	14	2	Cc1ccccc1-c1noc2ncnc(NCCN3CCCCC3C)c12 (stereo not given)
4	-2	0	-5	1	0	2	0	-2	Cc1oc(C2CCN(C(=O)NCc3ccccc3)CC2)nc1C(=O)N1CCOCC1
5	18	19	-4	0	76*	17	52*	9	Cc1cc(C)c2nc3c(cc2c1)CN(Cc1ccco1)C(=O)O3
6	0	6	2	6	-24	5	7	4	CCOc1ccccc1CNC(=O)C(CC)n1sc2ccccc2c1=O (stereo not given)
7	-5	8	-10	-4	4	-1	4	-1	CCOC(=O)c1ccccc1NC(=O)c1sc(-c2ccccn2)nc1C
8	-3	2	0	41*	22	5	1	0	CCOc1ccc(-n2c(=O)c3sccc3n(CC(=O)Nc3cccc(C)c3)c2=O)cc1
9	-6	0	0	-1	0	1	-3	0	O=C(NC1CCS(=O)(=O)C1)c1cc(=O)c2ccccc2o1 (stereo not given)
10	23	14	4	-1	34*	11	4	5	O=C(c1c(F)cccc1F)N1CC2CCCN2c2ccc(C(F)(F)F)cc21 (stereo not given)
11	8	7	19	0	6	1	2	2	CC1CCN(c2ccc3nnc(CCC(=O)NCCN4CCN(C)CC4)n3n2)CC1
12	-6	-2	-4	1	6	2	0	-1	Cc1ccc(CNC(=O)c2cn3c(n2)CCCC3)cc1
13	-20	-15	-65	-3	-52	-2	-28	-4	CN1CCN(C(=O)c2cc(C3CNCCO3)nc3ccccc23)CC1 (stereo not given)
14	-20	-15	-14	0	-18	-6	.	-4	COc1ccc(C(=O)N2CCN(c3nc(C)cc(N4CCOCC4)n3)CC2)cc1
15	3	4	1	2	3	2	0	1	Cc1nn2c(S(=O)(=O)N3CCN(c4ccccc4F)CC3)c(C)nc2s1
16	2	-4	3	0	12	1	4	0	CCN1CCC2(Cc3ccccc3CN(C(=O)Cc3ccc(OC)cc3)C2)C1 (stereo not given)
17	-30	-27	-62	-3	-33	-2	-29	-5	COc1ccc2[nH]c3c(c2c1)CCN1C(=O)N([C@@H](C)C(=O)NCCc2ccc(OC)c(OC)c2)C(=O)[C@]31C
18	3	6	11	-4	3	-5	7	1	Cn1cnc2c(=O)oc3ccc(S(=O)(=O)N4CCCCC4c4cccnc4)cc3c21 (stereo not given)
19	-1	-5	3	0	-2	.	-4	-3	O=C(c1ccc(-n2cccn2)nc1)N1CCCCC1
20	-8	-10	-2	7	7	3	-5	3	COc1ccc(C2c3c(-c4ccccc4O)n[nH]c3C(=O)N2Cc2ccco2)cc1OC (stereo not given)
21	-14	-7	-17	-1	-12	-8	-16	-4	O=C(c1ccccc1)N1C[C@H]2CCN(S(=O)(=O)c3ccc4ccccc4c3)C[C@H]21
22	-8	20	-56	-1	44*	-64	.	-3	O=C(Cn1c(=O)n(Cc2ccc(F)cc2)c(=O)c2ncccc21)NCc1ccc(F)cc1
23	0	-1	-25	-3	10	10	-8	7	O=C(NCc1ccccc1)c1cccc(COc2ccc3c(c2)CCC3)c1
24	-18	-11	-46	-3	-11	-2	-19	-3	CC(=O)Nc1cccc2c(C(=O)NC3CCN(Cc4ccccc4)CC3)ccnc12
25	5	12	18	4	2	10	4	7	CC(C)NS(=O)(=O)c1ccc(NC(=O)C(C)Oc2ccccc2C#N)cc1 (stereo not given)
26	7	7	15	0	17	2	6	1	COc1cccc(N2CCN(C(=O)C3CCCN(S(=O)(=O)N4CCCCCC4)C3)CC2)c1 (stereo not given)
27	-3	-1	-12	5	9	1	5	-1	Cc1nc(-c2ccc(C)c(S(=O)(=O)Nc3cccc(C#N)c3)c2)cs1
28	0	-3	13	7	8	8	14	-1	Cc1cc(NC(=O)c2ccc(-c3cc(C(F)(F)F)ccc3Cl)o2)no1
29	2	4	8	4	0	5	2	0	Cc1nc(-c2cccc(S(=O)(=O)Nc3ccc(-c4ccno4)cc3)c2)no1
30	-13	-7	-11	-1	-23	-18	-20	-3	Cc1ccccc1Cn1c(C(=O)O)c(CNCc2cccnc2)c2ccccc21

Exported with tabs: entries from further up.
No.	mol	USP28 inh	OTUD3 inh	USP30 block	USP10 block	USP8 inh	USP7 inh	USP17 inh	UCHL1 block
20	COc1ccc(C2c3c(-c4ccccc4O)n[nH]c3C(=O)N2Cc2ccco2)cc1OC (stereo not given)	-8	-10	-2	7	7	3	-5	3
21	O=C(c1ccccc1)N1C[C@H]2CCN(S(=O)(=O)c3ccc4ccccc4c3)C[C@H]21	-14	-7	-17	-1	-12	-8	-16	-4
22	O=C(Cn1c(=O)n(Cc2ccc(F)cc2)c(=O)c2ncccc21)NCc1ccc(F)cc1	-8	20	-56	-1	44*	-64	.	-3
23	O=C(NCc1ccccc1)c1cccc(COc2ccc3c(c2)CCC3)c1	0	-1	-25	-3	10	10	-8	7
24	CC(=O)Nc1cccc2c(C(=O)NC3CCN(Cc4ccccc4)CC3)ccnc12	-18	-11	-46	-3	-11	-2	-19	-3
25	CC(C)NS(=O)(=O)c1ccc(NC(=O)C(C)Oc2ccccc2C#N)cc1 (stereo not given)	5	12	18	4	2	10	4	7
26	COc1cccc(N2CCN(C(=O)C3CCCN(S(=O)(=O)N4CCCCCC4)C3)CC2)c1 (stereo not given)	7	7	15	0	17	2	6	1
27	Cc1nc(-c2ccc(C)c(S(=O)(=O)Nc3cccc(C#N)c3)c2)cs1	-3	-1	-12	5	9	1	5	-1
28	Cc1cc(NC(=O)c2ccc(-c3cc(C(F)(F)F)ccc3Cl)o2)no1	0	-3	13	7	8	8	14	-1
29	Cc1nc(-c2cccc(S(=O)(=O)Nc3ccc(-c4ccno4)cc3)c2)no1	2	4	8	4	0	5	2	0
30	Cc1ccccc1Cn1c(C(=O)O)c(CNCc2cccnc2)c2ccccc21	-13	-7	-11	-1	-23	-18	-20	-3

Remaining list, next part:
cpd	USP28 inh	OTUD3 inh	USP30 block	USP10 block	USP8 inh	USP7 inh	USP17 inh	UCHL1 block	compound
31	-2	-2	-17	-1	-17	1	-3	-4	O=C(O)c1cccc(S(=O)(=O)NCC2COc3ccccc3O2)c1 (stereo not given)
32	1	10	18	3	9	-1	3	2	COc1cccc(-c2cncc(C3CCN(C(=O)c4ccn[nH]4)CC3)n2)c1
33	12	17	60*	29	9	52*	37*	38*	COc1ccc(-c2cc3nc([C@H](C)NC(=O)Cc4cccc(F)c4)nn3cn2)cc1
34	6	3	8	-1	-7	-3	-5	1	Cc1ccc(-c2nnc(C(C)N3CCN(c4ccccc4)CC3)o2)cc1 (stereo not given)
35	-5	0	2	8	8	4	13	5	CCCCCN1C(=O)C(C(=O)Nc2ccccn2)C(=O)c2ccccc21 (stereo not given)
36	-20	-11	-36	-7	-14	-4	-19	-5	CCCN1CCN(C(=O)Cn2c(=O)n(-c3ccccc3)c3ncccc32)CC1
37	.	3	.	3	0	3	12	4	COc1ccc(C(=O)Oc2cc(N)n(S(=O)(=O)c3ccc(F)cc3)n2)cc1
38	1	10	-24	16	11	7	18	2	Cc1ccc(NC(=O)Cn2cc(-c3nc(C4CC4)no3)ccc2=O)cc1C
39	18	8	2	2	7	3	10	0	COc1cccc(O[C@@H]2C[C@@H](NC(=O)c3cncn3C)[C@H](O)[C@H]2O)c1
40	-110	-100	-377	-5	-75	-67	-82	-13	O=C(Cn1ccc2ccc(N3CCOCC3)nc21)NCc1ccc(F)cc1F
41	23	11	39*	4	2	-3	13	5	c1ccc(CN(Cc2ccccc2)c2c3c(nc4ncnn24)CCC3)cc1
42	48*	57*	62*	46*	63*	37*	.	10	C=C1CCC2[C@](C)(CCC[C@]2(C)C(=O)OC)[C@H]1CCc1ccoc1/C=C/C(=O)O (stereo not given in full)
43	-7	3	-19	-3	-1	3	-5	3	Cc1cccc(NC(=O)c2cccn2Cc2noc(C3CC3)n2)n1
44	-2	-6	-15	0	-13	0	-4	0	CCCN1CCN(CCCNC(=O)c2[nH]nc3c2COc2ccccc2-3)CC1
45	.	3	.	-1	-1	6	-7	1	O=C(CN1CCCC(c2ccc3cn[nH]c3n2)C1)N1CCOCC1 (stereo not given)
46	-34	-25	-93	-8	-4	-25	-21	-2	COc1cccc(N2CC(C(=O)N3CCc4[nH]c5ccccc5c4C3)CC2=O)c1 (stereo not given)
47	-11	-6	-36	0	-1	0	39*	-5	O=C(NC1CCCC1)c1ccc2noc(-c3ccc(Cl)cc3)c2c1
48	0	-5	-3	-4	0	0	-3	-4	COc1cccc(CNC(=O)Cc2cn(C)c3ncccc23)c1
49	2	2	2	1	0	5	0	4	CN1CCN(c2ncnc3c2oc2ccccc23)CC1
50	33*	10	39*	13	50*	20	34*	7	Nc1ncnc2sc(Nc3ccc([N+](=O)[O-])cc3)nc12
51	18	16	23	-3	-11	3	23	0	CCOc1ccccc1NC(=O)Nc1ccccc1OCc1cc(=O)n2cccc(C)c2n1
52	0	-4	13	1	-9	-3	-4	-2	CC1Cc2ccccc2N1C(=O)CSc1nnc(-c2ccc3c(c2)OCCO3)n1C (stereo not given)
53	0	5	8	-1	-80	2	-10	-1	CN1CCN(c2ncccn2)CC1c1nnc2ccc(C(=O)Nc3ccccc3F)cn12 (stereo not given)
54	19	12	26	12	8	8	23	9	COC(=O)CSc1nc2ccccc2c(=N)n1-c1ccc(Cl)cc1
55	-3	17	-3	1	-263	-5	-44	5	C[C@]12C[C@@H](c3cccc(C(F)(F)F)c3)N(C(=O)c3ccn[nH]3)[C@H]1CCCCC(=O)N2
56	10	13	3	8	19	4	10	6	O=C1c2ccccc2C(c2c[nH]c3ccccc23)N1Cc1ccco1 (stereo not given)
57	-6	-5	-1	-6	-8	-9	-9	-4	COc1ccc(Cl)cc1C(=O)CN1C(=O)COc2cc(C(=O)N3CCN(CCO)CC3)ccc21
58	-2	3	-124	2	-42	-96	-27	3	CCN(c1ccccc1C)S(=O)(=O)c1ccc(O)c(C(=O)O)c1
59	9	23	12	36*	17	13	41*	2	O=C(Nc1nc(-c2ccccc2)ns1)c1ccc2ncsc2c1
60	22	-1	14	-2	-7	1	53*	1	c1ccc(-c2noc(-c3cc(-c4ccncc4)nc4ccccc34)n2)nc1
61	-2	-3	1	0	-5	-3	-9	0	O=C(Cc1nc(-c2ccccc2)n[nH]1)NCc1ccccc1F
62	4	3	13	2	12	6	13	1	COc1ccc(CN2C(=O)N[C@@H](CCC(=O)Nc3ccc(OC)cc3)C2=O)cc1
63	5	8	13	2	-52	-75	-22	0	O=C(NCc1ccc(F)cc1)c1cc([N+](=O)[O-])ccc1N1CCCCC1
64	-12	-2	-65	-6	18	-52	1	-3	FC(F)(F)c1ccc(N2CCC(Cc3ccccc3)CC2)nc1
65	13	12	35*	0	14	2	14	2	CC(=O)c1ccc(NC(=O)C2CCN(S(=O)(=O)c3cccnc3)CC2)cc1
66	34*	9	4	-4	-17	-136	2	-37	CC(CCc1ccccc1)NCc1c(C(=O)O)n(Cc2ccc(F)cc2)c2ccccc12 (stereo not given)
67	4	6	0	0	9	-12	0	3	Fc1ccc(-c2cnc(NCCCN3CCOCC3)nc2)cc1

Source: PubChem
